TRPC4 inh: TRPC4 (mouse) channel inhibition; Q9QUQ5; 300,000 compounds, 0.39% hits; B-score at 10 µM; HEK293 TRPC4beta/mu-opioid, DAMGO-evoked Fluo4 calcium flux; active compounds read low;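 active means B-score over 3 SD under the library average, no early fluorescence shift, positive overall ratio signal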
Target sequence (Q9QUQ5 whole entry, looked up): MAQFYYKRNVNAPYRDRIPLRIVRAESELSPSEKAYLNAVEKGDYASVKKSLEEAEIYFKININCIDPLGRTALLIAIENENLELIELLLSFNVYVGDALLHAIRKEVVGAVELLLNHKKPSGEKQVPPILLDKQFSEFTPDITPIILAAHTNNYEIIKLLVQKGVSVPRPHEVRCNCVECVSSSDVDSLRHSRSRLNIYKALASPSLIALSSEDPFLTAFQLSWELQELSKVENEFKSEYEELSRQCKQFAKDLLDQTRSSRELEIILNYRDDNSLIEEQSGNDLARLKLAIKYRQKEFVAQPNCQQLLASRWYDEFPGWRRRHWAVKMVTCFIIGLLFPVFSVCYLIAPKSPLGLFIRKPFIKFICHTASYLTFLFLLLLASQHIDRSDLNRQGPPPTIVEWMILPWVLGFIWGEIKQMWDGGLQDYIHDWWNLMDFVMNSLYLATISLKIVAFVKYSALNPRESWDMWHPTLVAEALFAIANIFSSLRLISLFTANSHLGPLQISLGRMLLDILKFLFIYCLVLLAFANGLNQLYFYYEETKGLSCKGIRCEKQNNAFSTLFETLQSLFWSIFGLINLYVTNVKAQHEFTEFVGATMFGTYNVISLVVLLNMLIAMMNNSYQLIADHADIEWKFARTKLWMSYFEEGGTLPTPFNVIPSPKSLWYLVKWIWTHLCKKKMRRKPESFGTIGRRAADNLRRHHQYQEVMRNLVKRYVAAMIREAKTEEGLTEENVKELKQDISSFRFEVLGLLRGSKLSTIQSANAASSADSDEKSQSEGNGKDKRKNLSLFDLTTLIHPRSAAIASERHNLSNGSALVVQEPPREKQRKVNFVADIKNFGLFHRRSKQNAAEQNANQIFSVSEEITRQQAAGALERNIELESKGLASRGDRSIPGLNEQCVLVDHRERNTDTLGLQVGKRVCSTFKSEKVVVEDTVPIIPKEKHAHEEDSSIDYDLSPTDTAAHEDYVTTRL
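test system = HEK293 cells with stable TRPC4beta plus mu-opioid receptor expression | detection = Fluo4 Ca2+ flux fluorescence | read-out = integrated fluorescence ratio relative to baseline, converted to per-well B score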
TRPC4 potent: allosteric potentiators of mouse TRPC4 channel | Q9QUQ5 | HEK293 TRPC4beta/mu-opioid, DAMGO EC20, Fluo-4 Ca2+ flux; active compounds read high | B-score at 10 µM | 310,000 compounds, 0.42% hits | AID 2227;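 active means B-score of calcium response area above 5 SD of library B-scores, with initial fluorescence ratio within 5 SD of library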;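 further: B-score of integrated fluorescence ratio over time as area under calcium response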
KCNQ1 inh: inhibitors of human KCNQ1 potassium channel. P51787. CHO-K1 KCNQ1, FluxOR thallium flux fluorescence; active compounds read high. 310,000 compounds, 1.3% hits. B-score at 10 µM;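 active means compounds whose thallium flux B-score, printed positive for inhibition, exceeds three library SD while starting fluorescence stays within three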;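 further: channel opened by potassium depolarization with thallium stimulus after 20 min compound exposure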
KCNQ1 act: potentiators or activators of human KCNQ1 potassium channel; CHO-K1 KCNQ1, thallium flux FluxOR fluorescence; active compounds read high; 310,000 compounds, 0.35% hits; P51787; B-score at 10 µM;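 active means fluorescence ratio B-score, a plate-corrected score, at least three library SD, with initial intensity B-score within 5 SD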
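Schedule – 37 °C overnight plating, 90-min dark dye load, 20-min compound pretreatment · System – stable KCNQ1 CHO-K1 line · Probe or stimulus – thallium- and potassium-containing depolarizing buffer · Measured by – kinetic FluxOR fluorescence, 10 s baseline plus 110 s post-stimulus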
hERG protect: shields human hERG channel from block by proarrhythmic agents. CHO-hERG, FluxOR thallium flux, dofetilide IC70 present. AID 1511. 310,000 compounds, 0.51% hits. activation (rescue from dofetilide block), less the hit threshold, % at 10 µM;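 active means activation above the mean of controls blocked by dofetilide plus 5 SD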;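 further: thallium influx through hERG after potassium depolarization seen as dye fluorescence rise; in these data hits start at about 4.7%; inactives centre near -7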
TRPC4 act: opens the mouse TRPC4 cation channel; HEK293 TRPC4beta/mu-opioid, Fluo4 calcium fluorescence; active compounds read high; 310,000 compounds, 0.49% hits; Q9QUQ5; B-score at 10 µM; AID 2237;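 active means B-score above 5 SD of library B-scores, and initial fluorescence ratio not above library mean plus 5 SD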;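 further: positive B-score marks a calcium rise read as TRPC4 activation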
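Assay system: HEK293 stable line with TRPC4beta plus mu-opioid receptor. Times: dye 45 min RT, read 110 s. Measured by: kinetic Fluo4 calcium fluorescence. Measure: B score of integrated ratio. Controls: assay buffer as low control, maximal DAMGO as high control.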
DYRK1A inh: inhibitors of rat Dyrk1A kinase | ADP-Glo luminescence, NFATc1 peptide | inhibition, % at 12.5 µM | AID 504441 | 310,000 compounds, 0.43% hits | Q63470; in the data active means inhibition above about 50%;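 further: plate controls were vehicle with enzyme for no effect and no enzyme for full effect; many of its hits are not listed in these tables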
PolyA inhibitor: blocks polyadenylation in yeast reporter cells; S. cerevisiae SKY197-pL101 polyadenylation reporter, beta-gal luminescence; efflux-impaired pdr1/pdr3 knockout yeast; score 100 = 6 SD above DMSO; calls only at 12 µM; 300,000 compounds, 0.02% hits; AID 1875;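 active means lowest replicate activity score at least 50, where 100 means six control SD above control mean; inconclusive means lowest score under 50 but half or more replicates reach 50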;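 further: yeast exposed to compound for 9 h at 30 °C; higher score means more reporter readthrough which indicates perturbed polyadenylation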
KCNK3 block: human KCNK3 channel inhibition, primary screen; O14649; CHO-KCNK3 thallium flux, FluxOR fluorescence; active compounds read low; B-score at 10 µM; 340,000 compounds, 0.84% hits;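 active means B-score under library mean minus 4 SD, starting fluorescence ratio at most library mean plus 5 SD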;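 further: more negative B-score means stronger inhibition of thallium flux through KCNK3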
Platelet DG rel: platelet dense granule release activity. human platelet-rich plasma, SFLLRN dense granule ATP release, luminescence. inhibition, %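 (compounds screened at 7.5 µM in platelet-rich plasma)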. 300,000 compounds, 0.22% hits;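 active means mean replicate score, as percent of positive control, at or above 50; inconclusive means mean below 50 but at least one replicate at or above 50; inactive means mean and every replicate below 50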
KCNK9 block: inhibitors of human KCNK9 two-pore domain potassium channel | B-score at 10 µM | AID 488922 | 310,000 compounds, 1.2% hits | HEK293 KCNK9, FluxOR thallium flux fluorescence; active compounds read low | Q9NPC2;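 active means ratio B-score over 3 SD below the library mean, with starting fluorescence within 5 SD of its mean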;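 further: negative B-score means less thallium flux so channel inhibition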
The depositor's hits bear a star; i = inactive; ? = inconclusive; nt = not tested or not shown. These rows are one share of the data, so the mix of outcomes need not match the whole.

Compound | TRPC4 inh | TRPC4 potent | KCNQ1 inh | KCNQ1 act | hERG protect | TRPC4 act | DYRK1A inh | PolyA inhibitor | KCNK3 block | Platelet DG rel | KCNK9 block
O=C(CSc1nccc(=O)[nH]1)c1ccco1 | i | i | i | i | -8 | i | -2 | i | i | -3 | i
O=[N+]([O-])c1cccc(C(=S)N2CCN(c3ccccc3)CC2)c1 | i | i | i | i | -4 | i | 0 | i | i | 2 | i
O=C(Nc1ccc(F)cc1)N1CCCC(c2nc3c(nnn3Cc3ccccc3Cl)c(=O)[nH]2)C1 (configuration not stated) | i | i | i | i | -11 | i | -4 | i | i | -5 | i
CCC1/C(=N\O)CC(c2ccco2)NC1c1ccco1 (configuration not stated) | i | i | i | i | -14 | i | 1 | i | i | 1 | i
COc1ccc2c(CC(=O)OCC(=O)Nc3ccc4c(c3)OCO4)coc2c1 | i | i | i | i | -9 | i | 10 | i | i | 2 | i
Cc1ccc(-n2c(SCC(=O)NCC3CCCO3)nc3n[nH]c(C)c3c2=N)cc1Cl (configuration not stated) | i | i | i | i | -8 | i | 3 | i | i | 2 | i
Cn1c(Cn2c3ccccc3c3ccccc32)n[nH]c1=S | i | i | i | i | -10 | i | nt | i | i | -2 | i
O=C(COC(=O)c1cc([N+](=O)[O-])ccc1N1CCOCC1)c1ccc(Br)cc1 | i | i | i | i | -9 | i | 1 | i | i | -24 | i
O=c1ccc(-c2ccccc2)nn1Cc1ccccc1F | i | i | i | i | 1 | i | nt | i | i | -1 | i
CC(=O)N1CCN(C(=O)CSc2nnc(C)n2-c2ccccc2)CC1 | i | i | i | i | -4 | i | 10 | i | i | 10 | i
Cc1cc2cc3c(cc2nc1SCC(=O)Nc1nc(C)c(C)s1)OCO3 | i | i | i | i | -5 | i | 7 | i | i | 0 | i
Cc1ccc(NC(=O)Cn2nnc3ccccc32)cc1 | i | i | i | i | -7 | i | -1 | i | i | -4 | i
CCCc1cc(=O)oc2c(C)c(OCC(=O)Nc3ccc(CN4CCOCC4)cc3)ccc12 | i | i | i | i | -10 | i | 2 | i | i | ? | i
C(=Nc1cccc2c(N=Cc3ccco3)cccc12)c1ccco1 | i | i | i | i | -21 | i | 3 | i | i | -2 | i
CC(C)(O)c1cc(=O)sc2nc3ccccc3n12 | i | i | i | i | -16 | i | 29 | i | i | -3 | i
OCC1CCN(Cc2nc(Cc3ccccc3Cl)no2)CC1 | i | i | i | i | -6 | i | -3 | i | i | 5 | i
CN(C)S(=O)(=O)c1ccc(NC(=O)C2CC(=O)N(Cc3ccccc3Cl)C2)cc1 (configuration not stated) | i | i | i | i | -17 | i | 2 | i | i | -2 | i
C=CCSc1ncccc1C(=O)NCc1ccccc1 | i | i | i | i | -12 | i | -12 | i | i | 2 | i
C=CCc1ccccc1OCCn1nnc2ccccc21 | i | i | i | i | -8 | i | 8 | i | i | -4 | i
O=c1cc(N/N=C/c2ccccc2)[nH]c(=O)[nH]1 | i | i | i | i | -4 | i | 5 | i | i | 3 | i
O=C(c1cc2cc(F)ccc2[nH]1)N1CCN(Cc2ccc3c(c2)OCO3)CC1 | i | i | i | i | -2 | i | -1 | i | i | ? | i
COc1cc(OC)cc(-c2nc(-c3cccs3)no2)c1 | i | i | i | i | -6 | i | nt | i | i | 6 | i
CC(C)NS(=O)(=O)c1ccc(CCC(=O)N2CCc3ccccc3C2)cc1 | i | i | i | i | -9 | i | 4 | i | i | 0 | i
N/C(=N\OC(=O)c1cnn(-c2ccccc2)c1C(F)(F)F)c1cc(C(F)(F)F)cc(C(F)(F)F)c1 | i | i | i | i | -7 | i | 2 | i | i | -1 | i
COCC1CCN(C(=O)c2ccc(OC)c(OC3CCN(C(C)C)CC3)c2)CC1 | i | i | i | i | -8 | i | -2 | i | i | -6 | i
Cc1nc(C)c(C(=O)NNS(=O)(=O)c2ccccc2)s1 | i | i | i | i | -5 | i | -5 | i | i | 0 | i
CCn1nc(CC(=O)Nc2nnc(CC(=O)N3CCCCC3)s2)c2ccccc2c1=O | i | i | i | i | -1 | i | -1 | i | i | 2 | i
CCCCn1c(N)c(N(CCOC)C(=O)COC(=O)CCOc2ccccc2C)c(=O)[nH]c1=O | i | i | i | i | -11 | i | 6 | i | i | -4 | i
CCCCN(CCCC)CCNC(=O)CN1C(=O)COc2ccc(S(=O)(=O)N3CCOCC3)cc21 | i | i | i | i | -10 | i | -1 | i | i | -5 | i
CC1CCC(C(C)C)C(OCC(O)CNC(C)(C)C)C1 (configuration not stated) | i | i | i | i | -19 | i | 2 | i | i | -4 | i
O=C(Nc1cccc2ccccc12)N1CCN(Cc2ccccc2)CC1 | i | i | i | i | -6 | i | -4 | i | i | -6 | i
O=S(=O)(c1ccccc1)C1(C2CC(c3ccccc3)=NO2)CC(O)C1 (configuration not stated) | i | i | i | i | -2 | i | 2 | i | i | -2 | i
CC(OC(=O)c1ccco1)C(=O)NCc1ccc2c(c1)OCO2 (configuration not stated) | i | i | i | i | -5 | i | -2 | i | i | 0 | i
Cc1ccc(CNC(=O)COC(=O)Cc2ccc(-c3ccccc3)cc2)cc1 | i | i | i | i | -9 | i | -8 | i | i | 3 | i
Cc1cc(C)nc(Nc2ccc(C)c([N+](=O)[O-])c2)n1 | i | i | i | i | -9 | i | -1 | i | i | 4 | i
CCCNC(=O)C1CCC(CNS(=O)(=O)c2ccc3c(c2)CC(C)N3C(C)=O)CC1 (configuration not stated) | i | i | i | i | -3 | i | 2 | i | i | 12 | i
CNC(=O)C1CC(=O)N(Cc2ccc3c(c2)OCO3)C(=Nc2ccc(F)cc2)S1 (configuration not stated) | i | i | i | i | -7 | i | 2 | i | i | -5 | i
CC(C)CC(=O)NC(c1cccs1)c1ccc2cccnc2c1O (configuration not stated) | i | i | i | i | -10 | i | -3 | i | i | -3 | i
Cc1nc([N+](=O)[O-])cn1CC(=O)c1ccc(OC(F)(F)F)cc1 | i | i | i | i | 0 | i | -3 | i | i | -2 | i
O=C(NC(=S)Nc1ccc(N2CCCC2)cc1)c1ccccc1[N+](=O)[O-] | i | i | i | i | -6 | i | 8 | i | i | -11 | i
CCN(CC)C(=O)c1ccc(COc2ccc(Cl)c(C)c2)o1 | i | i | 11* | i | -13 | i | 15 | i | i | -4 | i
CCc1ccc(N2CC(C(=O)Nc3ccccc3F)CC2=O)cc1 (configuration not stated) | i | i | i | i | -7 | i | 0 | nt | i | nt | i
O=[N+]([O-])c1cc(/C=N/OCc2c(Cl)cccc2Cl)ccc1N1CCOCC1 | i | i | i | i | -14 | i | -2 | i | i | -4 | i
COC(=O)c1c(NC(=O)CSc2nnc(-c3ccco3)n2Cc2ccccc2)sc(C)c1C | i | i | i | i | -10 | i | -8 | i | i | 0 | i
CC(=O)Nc1c(C(=O)C2CC2)oc2ccccc12 | i | i | i | i | -7 | i | -7 | i | i | 10 | i
CCNc1nc(Cl)nc(NCCOc2ccc(C)cc2)n1 | i | i | i | i | 2 | i | 2 | i | i | -3 | i
CCC(SC1=NCCS1)C(=O)Nc1ccc(S(N)(=O)=O)cc1 (configuration not stated) | i | i | i | i | -8 | i | 0 | i | i | 17 | i
COc1ccc2c(c1OC)C(=O)N(c1nccs1)C2 | i | i | i | i | -3 | i | 10 | i | i | 2 | i
Brc1ccc(-c2nc3ncccn3c2NC2CCCCC2)o1 | i | i | i | i | -8 | i | 42 | i | i | 3 | i
CSCC(NS(=O)(=O)c1ccc(C)cc1)C(=O)O (configuration not stated) | i | i | i | i | -6 | i | 0 | i | i | -12 | i
CCN(CC)Cc1cc(NC2=NS(=O)(=O)c3ccccc32)ccc1OC(=O)C(C)C | i | i | i | i | -7 | i | -2 | i | i | 1 | i
Cc1ccc(C(=O)NNc2ncnc3c2cnn3C)cc1 | i | i | i | i | -8 | i | 23 | i | i | 3 | i
O=c1cc(-c2ccccc2)[nH]c2cc(F)ccc12 | i | i | i | i | -6 | i | 9 | i | i | 0 | i
Cc1ccc(C(=O)NCCc2ccccc2)cc1N1CCCC1=O | i | i | i | i | -9 | i | -5 | i | i | -2 | i
CCOc1ccc(-c2[nH]ncc2-c2ccc(Cl)cc2)c(O)c1 | i | i | i | i | -12 | i | 16 | nt | i | -2 | i
O=C(O)CSc1nnc(Cc2ccccc2)n1-c1ccccc1 | i | i | i | i | -7 | i | -6 | i | i | -1 | i
COc1ccc(NC(=O)/C=C/C(=O)O)c([N+](=O)[O-])c1 | i | i | i | i | -2 | i | 0 | i | i | -9 | i
COCCn1c(SCC(=O)Nc2cccc(OC)c2)nnc1-c1ccccc1 | i | i | i | i | 0 | i | 10 | i | i | 9 | i
O=C(CNS(=O)(=O)c1cccc(Cl)c1)Nc1ccc(-c2nc3ccccc3s2)cc1 | i | i | i | i | -9 | i | 1 | i | i | 19 | i
CC(C)N(Cc1nc(-c2ccccc2)no1)C(=O)c1ccc([N+](=O)[O-])cc1 | i | i | i | i | -8 | i | 0 | i | i | -5 | i
CCCOc1ccc2oc(=O)c3c(c2c1)CCCN3C(=O)CN1CCN(C(=O)c2ccco2)CC1 | i | i | i | i | -3 | i | nt | i | nt | -1 | i
Cn1cc(CN2CCC(n3nccc3NC(=O)c3ccccc3Cl)CC2)c2ccccc21 | i | i | i | i | -14 | i | -1 | i | i | -2 | i
